VLA-4 inh – inhibition in human VLA-4 binding assay, primary screen, VLA-4 allosteric modulator project, MLPCN library, flow cytometry, VLA-4 expressing cells; AID 2557, 2010; ligand binding flow cytometry; 330,000 compounds, 0.2% hits; inhibition, % (about 7 µM as worked out from the volumes in the protocol); in the data active = inhibition above about 50%
MEX-5 binding – MEX-5 zinc finger RNA-binding disruptors – biochemical, C. elegans, fluorescence polarization, MLPCN library, primary screen | activity score (negative = inhibition of binding), % at 10 µM | 300,000 compounds, 0.38% hits | AID 1832, 2009 | MEX-5/FITC-TCR2 RNA binding; stronger effect = lower value | Zinc finger protein mex-5 (Caenorhabditis elegans), Q9XUB2;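 active = inhibition past about -25% in most replicates, and total fluorescence under double the plate's negative control median, limit read from the data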;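 note: 0% = DMSO and -100% = 5 µM competing unlabeled TCR2 RNA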
AGP1-GFP MLPCN – modulators of AGP1-GFP expression in yeast TOR pathway, primary screen, cell-based, multiplex flow cytometry, S. cerevisiae, MLPCN library. 3 h; GFP as percent of DMSO wells. GFP response vs DMSO, % at 10 µM. 320,000 compounds, 0.02% hits;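 active = GFP response relative to DMSO above a set limit, near screen average plus 3 SD, cut at about 150% in these data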;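 note: median GFP channel fluorescence of the gated AGP1 strain per well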
BCLXL inh – inhibitors of human Bcl-xL, primary screen, biochemical, fluorescence polarization, HTS; 320,000 compounds, 0.7% hits; GST-Bcl-xL / FITC-Bim BH3 peptide fluorescence polarization; inhibition, % at 10.9 µM; Bcl-2-like protein 1 (Homo sapiens), Q07817;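 active = inhibition above the mean of all tested compounds plus 3 SD, cutoff set per campaign, cut at about 30% in these data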;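 note: 0% = DMSO wells and 100% = unlabeled Bim-BH3 peptide competitor; inhibitors lower millipolarization by displacing the labeled peptide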
Target sequence (Q07817 whole entry, looked up): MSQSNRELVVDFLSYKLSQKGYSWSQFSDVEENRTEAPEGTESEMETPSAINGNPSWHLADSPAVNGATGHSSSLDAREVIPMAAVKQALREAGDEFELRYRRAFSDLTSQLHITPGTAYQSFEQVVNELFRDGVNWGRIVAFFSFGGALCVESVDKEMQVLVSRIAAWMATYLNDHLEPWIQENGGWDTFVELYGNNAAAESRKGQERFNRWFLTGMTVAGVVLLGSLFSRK
MCL1-BIM inh – inhibitors of MCL1 binding to BIM-BH3, primary screen, biochemical, fluorescence polarization; Induced myeloid leukemia cell differentiation protein Mcl-1 (Homo sapiens), Q07820; GST-MCL1 / FITC-Bim-BH3 fluorescence polarization; inhibition, % at 10.9 µM; 320,000 compounds, 0.68% hits;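 active = inhibition above the mean inhibition of all tested compounds plus 3 SD, set per campaign, cut at about 40% in these data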;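 note: 0% = DMSO wells and 100% = unlabeled Bim-BH3 peptide control; higher means more loss of mP so more displacement of Bim peptide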
Target sequence (Q07820 whole entry, looked up): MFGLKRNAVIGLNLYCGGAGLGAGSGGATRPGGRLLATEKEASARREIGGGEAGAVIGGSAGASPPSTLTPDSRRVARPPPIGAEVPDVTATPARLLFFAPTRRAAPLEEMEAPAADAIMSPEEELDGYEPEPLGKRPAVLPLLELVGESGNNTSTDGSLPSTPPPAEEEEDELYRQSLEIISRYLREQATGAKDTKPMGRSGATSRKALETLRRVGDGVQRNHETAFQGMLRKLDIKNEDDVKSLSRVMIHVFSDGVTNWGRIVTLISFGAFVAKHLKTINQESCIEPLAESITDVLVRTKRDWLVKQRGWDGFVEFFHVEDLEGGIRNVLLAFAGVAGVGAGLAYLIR
Yeast superoxide – reduction of superoxide in aged yeast, primary screen, HTS; 330,000 compounds, 0.18% hits; superoxide response (% of plate mean), % at 10 µM; S. cerevisiae aged cells, superoxide DHE fluorescence; stronger effect = lower value;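 active = superoxide response under a set limit, about three screen SD below normal, cut at about 65% in these data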;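 note: yeast aged for seven days with compound at 30 °C before DHE staining; 100% = average MFI of all compound-treated wells on the plate with controls excluded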
GLD-1 TGE inh – GLD-1/TGE RNA complex disruptors, primary screen, biochemical, fluorescence polarization; Female germline-specific tumor suppressor gld-1 (Caenorhabditis elegans), Q17339; purified GLD-1 + fluorescein TGE RNA; inhibition, % at 5.96 µM; 320,000 compounds, 0.44% hits; AID 2280, 2010;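 active = percent inhibition above a per-plate cutoff, the plate mean of test compounds plus 3 SD, cut at about 30% in these data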;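 note: 0% = DMSO wells with GLD-1 and probe and 100% = wells lacking GLD-1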
Target sequence (Q17339 whole entry, looked up): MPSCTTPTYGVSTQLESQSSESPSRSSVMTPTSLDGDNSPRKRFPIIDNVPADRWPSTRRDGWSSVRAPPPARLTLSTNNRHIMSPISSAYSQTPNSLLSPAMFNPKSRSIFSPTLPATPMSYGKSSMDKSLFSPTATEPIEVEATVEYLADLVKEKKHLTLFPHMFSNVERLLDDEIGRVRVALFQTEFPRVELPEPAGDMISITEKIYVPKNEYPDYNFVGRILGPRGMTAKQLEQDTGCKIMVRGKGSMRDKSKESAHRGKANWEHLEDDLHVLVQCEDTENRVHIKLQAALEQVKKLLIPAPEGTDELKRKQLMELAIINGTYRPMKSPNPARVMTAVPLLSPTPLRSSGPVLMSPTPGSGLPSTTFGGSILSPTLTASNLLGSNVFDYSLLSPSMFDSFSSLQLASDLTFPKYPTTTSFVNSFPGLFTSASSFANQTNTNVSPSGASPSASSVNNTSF
CIT2 TOR yeast – modulators of CIT2-GFP expression in yeast, primary screen, S. cerevisiae, GFP fusion, multiplex flow cytometry, MLPCN library; GFP response vs DMSO, % at 10 µM; S. cerevisiae CIT2-GFP strain, 3 h; 100 means same as DMSO wells; 320,000 compounds, 0.065% hits;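 active = GFP response relative to DMSO above a set limit, near the screen mean plus 3 SD, cut at about 150% in these data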;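 note: ratio of well median GFP fluorescence to mean of DMSO wells on the plate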
GRK2 inh – compounds blocking aptamer binding on GRK2 – biochemical, human GRK2, bead flow cytometry, HTS, primary screen; Beta-adrenergic receptor kinase 1 (Homo sapiens), P25098; FAM-aptamer displacement from GRK2; inhibition of aptamer binding, % at 10 µM; 330,000 compounds, 0.59% hits;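 active = inhibition of aptamer binding above 40%, roughly 3 SD of noise, on plates passing a quality check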;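 note: median bead fluorescence of bound FAM aptamer so fluorescent compounds give negative values; no value below 0 was filed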
* hit, by the source's call; / = no result given.

Results follow in this order: VLA-4 inh	MEX-5 binding	AGP1-GFP MLPCN	BCLXL inh	MCL1-BIM inh	Yeast superoxide	GLD-1 TGE inh	CIT2 TOR yeast	GRK2 inh
- Cc1nc(SCC(=O)N2CC(=O)Nc3ccccc32)c2c(C)c(C)sc2n1
  18.0	0.2	98.4	4.6	-1.2	104.5	2.6	101.3	3.0
- COC(=O)c1ccc(C2C(Oc3ccc(OC)cc3)C(=O)N2CCc2ccc(OC)c(OC)c2)cc1 (centres undefined)
  4.0	-1.2	100.1	-1.6	-2.3	116.6	-1.2	101.8	0.0
- CCOc1cc(N2CCOCC2)c(OCC)cc1NC(=O)Cc1ccc(OC)c(OC)c1
  -2.6	/	98.6	12.3	6.6	115.1	12.9	95.4	1.0
- O=C(Nc1nnc(-c2ccccc2)o1)Nc1ccccc1Cl
  -3.4	0.6	99.0	1.0	-0.1	105.5	7.5	97.6	4.0
- O=C(NNc1nc(-c2ccccc2)cs1)c1ccccc1
  11.2	-1.2	102.6	0.9	-1.1	93.2	8.9	91.2	1.0
- CC(=O)Nc1ccc(NC(=O)c2ccccc2N(Cc2ccccc2)S(C)(=O)=O)cc1
  -0.5	-0.8	96.9	2.1	9.7	98.8	-0.1	106.2	0.0
- Cc1ccc(C2C(N)C(=O)N2c2ccc(C)cc2)cc1 (centres undefined)
  -4.8	-0.7	93.5	3.5	3.6	102.5	-4.5	99.5	2.0
- COc1ccc(C(=O)NC(Nc2ccccc2)C(Cl)(Cl)Cl)cc1 (centres undefined)
  2.5	2.5	101.8	4.2	-3.8	101.8	2.8	89.6	1.0
- CSc1ccc(S(=O)(=O)NCC(=O)OCC(=O)N(C)C2CCCCC2)cc1[N+](=O)[O-]
  20.5	3.5	94.3	0.2	-7.9	103.5	8.1	89.4	3.0
- CC(=O)c1sc(NC(=O)CS(=O)(=O)c2ccccc2)nc1C
  21.4	0.7	110.0	0.7	-3.6	100.5	8.6	111.4	1.0
- COc1ccc(Cl)cc1N(CC(=O)NC1CC1)S(=O)(=O)c1ccc(C)c([N+](=O)[O-])c1
  17.1	-1.1	105.1	2.7	8.9	108.7	1.3	102.5	1.0
- CCOC(=O)N1CCN(C(=O)CCc2c(C)nc3c(c(C)nn3-c3ccc(C)c(C)c3)c2C)CC1
  22.5	0.0	102.3	-3.0	0.5	117.0	-3.2	94.2	2.0
- CC(SCc1cc(=O)n2c([nH]c3ccccc32)c1C#N)C(=O)O (centres undefined)
  13.5	-3.0	104.2	16.7	8.3	110.0	0.6	96.7	1.0
- COc1ccc(N2CCN(C(=O)c3cc4cc(Cl)ccc4[nH]3)CC2)cc1
  -5.3	-4.1	93.7	2.9	5.7	90.9	-0.6	95.1	0.0
- O=C(CSc1ncn[nH]1)Nc1ccc(S(=O)(=O)Nc2ncccn2)cc1
  -2.9	0.1	98.2	4.7	-2.5	112.8	-12.2	98.9	3.0
- O=C(NCCC(=O)N1CCC2(CC1)NCCc1[nH]cnc12)c1cccc(Br)c1
  9.6	2.1	104.6	5.4	6.7	103.2	6.2	99.2	0.0
- OC(Cc1cccnc1)(Cc1cccnc1)c1cc2ccccc2[nH]1
  -15.4	-3.2	101.5	4.1	-3.0	112.5	-4.6	99.8	0.0
- COc1ccc(OC)c2c1CCC2=O
  -2.7	1.3	86.1	-1.2	0.0	87.6	-12.1	88.9	35.0
- Cc1cc(NC(=O)C2CCCN(S(=O)(=O)c3c(C)noc3C)C2)no1 (centres undefined)
  22.9	-0.4	101.1	1.1	-1.4	93.7	2.5	106.7	0.0
- Cc1cc(C)c(C#N)c(SCC(=O)NC(C)(C)C)n1
  17.2	1.8	99.0	-0.5	10.2	93.1	-1.7	102.9	1.0
- C=CC[C@H](CC(=O)NCCO)C(=O)NC[C@@H](OC(=O)[C@@H](CC=C)Cc1ccc(F)cc1)c1ccccc1
  14.6	/	101.7	/	/	109.1	1.4	98.5	2.0
- Cc1ccc(C(=O)Nc2sc3c(c2C(=O)NCc2ccco2)CCCC3)cc1
  6.2	-0.9	93.0	-4.7	-12.8	117.3	-0.8	88.2	0.0
- O=c1c2ccccc2[nH]c(=S)n1CCN1CCN(Cc2ccccc2)CC1
  8.1	1.5	106.4	-0.7	-7.0	105.4	-1.5	97.5	0.0
- Cc1occc1C(=O)N/N=C/C(Br)=C\c1ccccc1
  7.8	-0.3	106.7	8.3	7.3	99.8	-7.2	95.8	0.0
- Cc1ccccc1OCC(=O)N/N=C/c1cc2ccccc2nc1Cl
  -20.2	-1.7	97.9	1.8	7.1	111.7	4.4	98.9	3.0
- O=C(Nc1ccccc1)Nc1ccno1
  1.4	/	96.3	3.4	-0.6	106.4	-5.4	97.3	0.0
- COc1cc(CNC(C)c2ccccc2)c(Br)cc1OCC(N)=O (centres undefined)
  /	0.5	113.5	1.9	6.2	98.1	0.0	108.5	1.0
- CCn1c(=O)cc(OCC(=O)Nc2ccccc2N2CCN(C)CC2)c2ccccc21
  31.7	-0.1	99.9	6.4	10.0	111.1	0.0	92.6	0.0
- COc1cc(C(=O)NCC(c2ccco2)N2CCCC2)ccc1OCc1c(C)noc1C (centres undefined)
  -2.7	-1.8	104.3	2.1	0.9	107.0	-3.9	106.9	/
- O=C(COc1ccccc1)NCC1CCCO1 (centres undefined)
  27.1	-3.2	100.7	0.1	-0.7	94.9	3.0	102.0	4.0
- Cc1cc(C)n(CC2CC(=O)N(c3cc(Cl)cc(Cl)c3)C2=O)n1 (centres undefined)
  0.0	1.4	103.2	1.8	-5.7	88.5	-1.5	104.1	0.0
- CCC(C)c1ccc(NC(=S)N2CCCC2)cc1 (centres undefined)
  -8.5	/	89.1	/	/	77.9	/	95.5	3.0
- CN(C)S(=O)(=O)c1cccc(C(=O)OCC(=O)Nc2ccccc2OC(F)F)c1
  8.4	-1.5	96.0	-0.5	1.2	96.8	1.6	96.4	3.0
- CC(C)n1c(COc2ccccc2)nc2ccccc21
  8.5	1.0	97.2	1.9	2.3	103.9	4.4	94.7	0.0
- Cc1cc(NC(=O)CSCC(=O)OCC(=O)Nc2cc(C)c(C)cc2[N+](=O)[O-])no1
  20.3	-1.6	105.6	1.8	-9.9	104.2	-1.6	96.3	4.0
- CCCc1cc(=O)oc2c3c(cc(OCC(=O)NCC4CCC(C(=O)O)CC4)c12)OC(C)(C)CC3 (centres undefined)
  -23.8	1.1	101.5	8.9	2.3	95.3	2.1	97.5	2.0
- O=C(O)c1ccc(/C=N/Nc2ccc(Cl)nn2)cc1
  -8.4	-0.1	100.0	4.9	2.8	120.6	-5.4	106.0	21.0
- O=C(C1=C(O)C(=O)N(CC2CCCO2)C1c1cccnc1)c1ccco1 (centres undefined)
  14.2	0.0	98.9	1.0	3.6	105.0	0.3	94.7	0.0
- O=C(CSCc1ccc(Cl)cc1)Nc1ccccc1O
  -1.1	1.1	110.4	1.7	-7.8	104.4	3.9	102.2	4.0
- O=C(NNc1cc(Cl)ccc1Cl)c1cccs1
  3.6	1.1	102.3	1.4	4.5	84.2	0.2	94.2	2.0
- COc1cc2cc(CCCOC(=O)c3cc(OC)c(OC)c(OC)c3)oc(=O)c2cc1OC
  0.2	/	114.2	/	/	83.3	4.8	110.9	6.0
- C=CCNC(=O)COC(=O)/C=C/c1cccs1
  22.1	2.4	104.8	-4.5	0.5	113.9	2.1	98.2	0.0
- CCCOc1ccc(-c2csc(NC(=O)CN3C(=O)CCC3=O)n2)cc1
  3.6	0.4	93.9	6.6	7.6	102.8	0.6	94.0	4.0
- Cc1ccc(C(=O)NCCc2nnc3ccc(N4CCCC4)nn23)cc1
  6.6	-0.1	96.4	5.2	4.2	98.8	0.0	99.4	0.0
- CC1(N2CCCCC2)CC2(O)C(=[N+]1[O-])CCC/C2=N\O (centres undefined)
  -33.8	-5.7	102.0	11.1	8.1	94.7	4.2	113.2	1.0
- N=C1C2=C3Sc4ccccc4N3CCCC2=NN1c1cccc(S(=O)(=O)O)c1
  1.0	0.6	99.5	18.4	11.8	101.6	0.3	99.7	0.0
- CC1CC(C)CN(c2oc(-c3ccccc3F)nc2C#N)C1 (centres undefined)
  3.9	-0.3	100.1	3.0	6.2	100.0	5.6	97.2	0.0
- COc1ccc(-c2nnc3ccc(SCC(=O)Nc4nc5ccccc5s4)nn23)cc1OC
  17.0	-1.3	108.4	10.8	7.6	90.7	8.6	98.2	1.0
- C=CC[C@@H](Cc1ccc(F)cc1)C(=O)OC[C@H]1CCCN1C(=O)[C@H](CC=C)CC(=O)NCCO
  5.6	/	97.7	/	/	97.2	2.7	98.1	5.0
- O=C(CSc1ccc(-c2cccnc2)nn1)Nc1ccc(F)cc1F
  -0.5	-1.8	105.2	4.7	6.2	90.9	-2.2	102.8	2.0
- Cc1onc(-c2ccccc2)c1C(=O)Nc1ccc(OC(C)C)cc1
  35.7	-0.5	104.9	4.7	2.6	99.8	3.2	104.1	0.0
- CCN(CC(=O)NCc1ccc(Cl)cc1)S(=O)(=O)c1ccc(F)cc1
  -3.7	-0.6	99.5	5.4	7.9	123.2	1.9	94.7	14.0
- COc1cccc(NC(=O)/C=C/c2ccco2)c1
  14.0	2.9	96.2	4.8	2.1	90.8	3.9	88.1	0.0
- Cc1ccc(Oc2ccc3c(c2)C(=O)N(c2ccc(S(=O)(=O)Nc4nccs4)cc2)C3=O)cc1
  8.5	-0.9	100.9	6.3	12.7	109.4	14.7	98.8	0.0
- O=c1c2ccccc2c(-c2cccc(C(F)(F)F)c2)nn1-c1ccccc1
  -0.5	-2.2	106.6	0.6	-3.1	88.3	-2.2	88.4	0.0
- CC1CCCC(C)N1Cc1cn2ccccc2n1 (centres undefined)
  7.4	-1.6	95.5	3.1	10.0	101.8	-3.8	86.4	2.0
- CCn1c(C)nnc1SCC(=O)Nc1ccc(Cl)cc1
  -10.3	-0.3	97.8	/	/	102.4	/	105.9	2.0
- Cc1ccc2cc(C#N)c(NCc3ccco3)nc2c1
  2.2	-0.5	102.8	14.6	15.2	88.0	6.0	108.2	2.0
- CC(C)N(CCCNC(=O)C1CCC(CNS(=O)(=O)c2ccccc2)CC1)Cc1ccccc1 (centres undefined)
  -2.0	-5.5	103.4	2.3	-2.0	96.5	4.6	106.3	1.0
- CC(=O)Nc1nnc(COc2ccccc2)s1
  0.8	-0.9	100.9	5.1	18.6	86.0	5.9	92.2	1.0

Compound activity (PubChem BioAssay)
